Bioassay records from PubChem BioAssay.
VEEV TC-83 Vero: inhibitors of VEEV TC-83 cytopathic effect, confirmation, Vero cells (AID 588727); inhibition, % at 20 µM; hits with a dose series show IC50 in µM; Vero cells, VEEV TC-83 cytopathic effect inhibition; higher % means a stronger effect; 350,000 compounds, 0.13% hits; in the data active means a potency from the dose series; inconclusive means inhibition mostly from about 14% at the one dose, without a potency; inactive means the rest, 99 in 100 with inhibition below about 12%; further: strong numbers were not always called active
M. tuberculosis HTS: M. tuberculosis growth inhibition, HTS (AID 449762); M. tuberculosis H37Rv growth inhibition, 7H9 media; higher % means a stronger effect; inhibition, % at 25 µM; hits with a dose series show IC50 in µM; 330,000 compounds, 0.59% hits; in the data active means a potency from the dose series; inconclusive means inhibition above about 70% without an active follow-up result;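 further: bacterial growth assessed after seven days of incubation; strong numbers were not always called active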
tuberculosis growth: growth inhibition of non-replicating M. tuberculosis (AID 488890); 320,000 compounds, 0.39% hits; Mycobacterium tuberculosis non-replicating, growth inhibition; higher % means a stronger effect; inhibition, % at 25 µM, or IC50 in µM where a hit was titrated; in the data active means a potency from the dose series; inconclusive means inhibition mostly from about 82% at the one dose, without a potency; inactive means the rest, 99 in 100 with inhibition below about 76%;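 further: plate controls were DMSO cells for no effect and high antibiotic wells for full effect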
influenza NS1A: H1N1 influenza NS1A inhibitors, functional cell based assay (AID 504329); inhibition, % at 12.5 µM, or IC50 in µM where a hit was titrated; 340,000 compounds, 0.3% hits; NS1A functional cell-based assay, percent inhibition; higher % means a stronger effect; in the data active means a potency from the dose series; inconclusive means inhibition above about 27% without an active follow-up result; further: strong numbers were not always called active
PhoP GFP inhibition: PhoP regulon inhibitors, Salmonella typhi PhoP promoter GFP reporter, confirmatory (AID 1850); Salmonella Typhi PhoP-promoter GFP reporter, fluorescence, 4 h; higher % means a stronger effect; one-dose inhibition, % at 50 µM; IC50 in µM for titrated hits; 310,000 compounds, 0.33% hits; in the data active means a potency from the dose series; inconclusive means inhibition mostly from about 25% at the one dose, without a potency; inactive means the rest, 99 in 100 with inhibition below about 19%;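 further: 0% = induced wells with vehicle and 100% = uninduced wells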
VEEV TC-83 Vero 10K pilot screen: second read-out of VEEV TC-83 Vero, no call of its own (marks repeat the call); inhibition, %; measured here: 10K pilot screen inhibition
Active calls of the source: *; i = inactive; ? = inconclusive; · = no result given.

SMILES	VEEV TC-83 Vero	M. tuberculosis HTS	tuberculosis growth	influenza NS1A	PhoP GFP inhibition	others
CCN(CC)S(=O)(=O)c1ccc(N2CCCCC2)c(NC(=O)C2CCN(C(=O)c3ccc(F)cc3)CC2)c1	6.7%	16%	36%	9%	4%
O=C(COc1ccc(Cl)cc1Br)N1CCN(c2ccccc2)CC1	0.6%	1%	6%	15%	-9%
CN(C)C(=O)Oc1cccc(NC(=O)c2ccccc2C(F)(F)F)c1	1.7%	2%	-7%	-3%	-6%
Cc1cccc(N(C)c2cc(C)nc3ncnn23)c1	0.2%	-1%	8%	-6%	-15%
CC(=O)Oc1ccc2c(c1)OC(c1ccccc1)CC21CC(C)(C)NC(=O)N1 (stereo not given)	0.6%	-2%	19%	-11%	2%
CCn1cc(C(=O)N2CCCC(N3CCN(c4ccccc4C)CC3)C2)cn1 (stereo not given)	5.3%	7%	-1%	5%	-9%
CC(NS(=O)(=O)c1ccc2[nH]c(=O)c(=O)[nH]c2c1)C(=O)O (stereo not given)	i	-10%	-11%	11%	-3%
O=C(CSc1nnc(SCc2ccc(F)cc2)s1)Nc1ccc(C(=O)O)cc1	i	0%	66%	0%	-3%
Cc1cc2nn(-c3ccc(Cl)cc3)nc2cc1N	1.6%	-10%	29%	-11%	-8%
CC(=O)Nc1ccc(C(=O)N(C)C(C(=O)Nc2ccccc2)c2ccccn2)cc1 (stereo not given)	i	-4%	-9%	-2%	-4%
O=C(COc1ccc(Cl)cc1Cl)c1ccc[nH]1	2.3%	-3%	52%	-5%	0%
COC(=O)Cc1cc(=O)n2[nH]c(C)cc2n1	0.5%	-2%	-11%	0%	4%
CCOC(=O)c1nnn(-c2nc(OC)nc(N3CCCC3)n2)c1-c1ccccc1	7.4%	2%	13%	1%	0%
Cc1occc1C(=O)N1CCN(Cc2ccccc2)CC1	0.1%	13%	-1%	10%	14%
CC12CN3CN(C1)CC(c1ccccc1)(C3)C2=O	0.9%	7%	-15%	-23%	10%
CC(C)=CCSc1nnc([C@@H](NC(=O)OC(C)(C)C)C(C)C)o1	i	1%	-6%	-3%	-3%	VEEV TC-83 Vero 10K pilot screen=1.0
CCN(C(=O)CSc1cc(C)c2ccc(OC)cc2n1)C1CCS(=O)(=O)C1 (stereo not given)	0.9%	-17%	-9%	1%	-2%
O=c1nc2ccccc2c2n1CC(CN1CCN(C(c3ccccc3)c3ccccc3)CC1)N2 (stereo not given)	2.5%	?	60%	2%	2%
Cc1ccc(C(=O)NCC2CCCN2S(=O)(=O)c2ccc(C)cc2)cc1 (stereo not given)	2.1%	0%	20%	-8%	-1%
O=C(c1ccco1)c1n[nH]nc1-c1ccccc1	0.2%	2%	5%	2%	-4%

Pulled by compound from the entries so far, two records:
SMILES	VEEV TC-83 Vero	M. tuberculosis HTS	tuberculosis growth	influenza NS1A	PhoP GFP inhibition	others
CN(C)C(=O)Oc1cccc(NC(=O)c2ccccc2C(F)(F)F)c1	1.7%	2%	-7%	-3%	-6%
Cc1occc1C(=O)N1CCN(Cc2ccccc2)CC1	0.1%	13%	-1%	10%	14%

(cont.)
SMILES	VEEV TC-83 Vero	M. tuberculosis HTS	tuberculosis growth	influenza NS1A	PhoP GFP inhibition	others
CCN1CCN(C(=O)CN2C(=O)c3ccccc3S2(=O)=O)CC1	3.3%	4%	-4%	-6%	-3%
CCN(CC)CCCN=C1N[C@@H](c2ccccc2)C(C(=O)OC)=C(C)N1CC	0.5%	-5%	13%	-3%	13%
COc1ccnc(Oc2ccc(F)cc2)c1C(=O)N/C=N/OCc1ccccc1	0.6%	-2%	-4%	5%	10%
CSc1cccc(N2CC(C(=O)N(Cc3nnc(-c4ccccc4Cl)o3)C3CC3)CC2=O)c1 (stereo not given)	8.4%	44%	51%	2%	11%
Cc1ccc(S(=O)(=O)NC(CC(C)C)C(=O)Nc2nccs2)cc1 (stereo not given)	0.1%	-6%	-1%	-24%	-2%
COc1ccccc1CN1CC(C(=O)N(C)Cc2ccc(C)o2)CCC1=O (stereo not given)	i	4%	5%	-12%	2%
Cc1cccnc1Nc1nc(-c2ccccn2)cs1	?	?	?	2.8µM*	-2%
Cc1cccc(N2CCN(C(=O)C3CCCCC3)CC2)c1C	i	-3%	23%	8%	-3%
COC(=O)CSc1ccc2nnc(-c3ccc(OC)c(OC)c3)n2n1	1.0%	-8%	·	3%	-5%
COC(C[C@@H](O)[C@H](C)[C@@H](O)COCc1ccccc1)OC	i	·	·	13%	·
COc1ccc(N(CC(=O)NCc2ccco2)S(C)(=O)=O)c(OC)c1	0.6%	2%	6%	-3%	1%
O=C(CNC(=O)c1ccc(F)cc1)NCc1ccccn1	0.5%	4%	3%	-6%	·
CCOC(=O)C1CCN(CC(C)(C)NS(=O)(=O)c2ccccc2)CC1	1.5%	-1%	3%	-10%	-1%
COc1ccc(NC(=O)c2ccc(COc3ccccc3OC)o2)cc1OC	8.6%	-11%	19%	9%	-4%
Cc1nc([N+](=O)[O-])c(NCCO)n1Cc1ccccc1	2.6%	0%	2%	-2%	1%
O=C(CCC(NC(=O)OCc1ccccc1)C(=O)O)OCc1ccccc1 (stereo not given)	i	4%	6%	-3%	6%
O=C(CSc1nc(-c2ccc(F)cc2)cs1)NC(=O)NCc1ccco1	0.3%	-1%	64%	-7%	-6%
CC(=O)Nc1c(NCC(C)C)c2ccccc2oc1=O	0.6%	-5%	-5%	3%	-7%
COc1cc(NC(=S)N2CCCC(C)C2)c(OC)cc1Cl (stereo not given)	i	6%	11%	-1%	4%
Cc1cc(NC(=O)CCC(=O)N(CC(=O)NC2CCCC2)Cc2ccc(F)cc2)no1	i	-3%	-2%	0%	11%
O=C(COc1ccccc1F)Nc1c2c(nn1-c1ccccc1)CS(=O)(=O)C2	2.8%	21%	17%	-9%	0%
CC(NC(=O)COC(=O)C1CCN(c2ccc(C(F)(F)F)cn2)CC1)c1ccc(F)cc1 (stereo not given)	i	11%	68%	4%	·
CN1CCN(CCNC(=O)c2cn(Cc3ccccc3F)nn2)CC1	i	0%	1%	-5%	-8%
COc1ccc(C(=O)NCC(=O)NCC2(N(C)C)CCCCC2)cc1OC	i	11%	1%	2%	9%
COc1cccc(C(=O)Nc2cc(C(=O)NCc3ccc(C)cc3)ccc2N2CCC3(CC2)CC(c2cccc(Br)c2)=NO3)c1	0.5%	-7%	0%	-14%	-7%
C=CCn1c(-c2ccccc2)nc2nc3ccccc3nc21	10%	-1%	7%	-2%	-17%
COC(=O)c1cc(COC(=O)c2cccnc2SC)oc1C	4.6%	3%	-3%	15%	8%
CCCCn1c(SCC(=O)N2CCOCC2)nc2ccccc2c1=O	i	1%	-6%	5%	-9%
O=C(CNC(=O)c1ccc(Cl)cc1)NC1CCCCC1	i	6%	·	-3%	-1%
COc1ccc(NS(=O)(=O)c2cc(NC(=O)C3CCCO3)ccc2N2CCCC2)cc1 (stereo not given)	0.6%	0%	20%	2%	-8%
Cc1ccc(NC(=O)CSc2nnc(-c3cnccn3)n2C)cc1C	1.7%	26%	10%	-2%	5%
Cc1c(CN(C)C)c2c(n1Cc1ccccc1)C(=O)c1ccc(Br)cc1-2	i	18µM*	i	27%	76µM*
CC(=O)NS(=O)(=O)c1ccc(NS(=O)(=O)c2ccccc2[N+](=O)[O-])cc1	i	4%	12%	-15%	-10%
COc1ccc(CNCCc2c[nH]c3ccccc23)c(OC)c1OC	i	-1%	11%	-4%	-1%
COc1ccc(NC(=O)c2ccc3[nH]c(=O)c(=O)[nH]c3c2)c(OC)c1	1.4%	6%	9%	3%	10%
COc1ccc(C2(C(=O)N3CCOCC3)CCCC2)cc1	4.3%	3%	2%	1%	1%
COc1cc(OC)c(NC(=O)CCc2nc(-c3ccc(C)cc3)no2)cc1Cl	8.0%	-5%	8%	-9%	10%
CCCCOc1ccc(C2/C(=C(\O)c3ccc4c(c3)OCCO4)C(=O)C(=O)N2CCCN2CCOCC2)cc1 (stereo not given)	0.1%	0%	17%	13%	-9%
O=C(Cc1ccccc1)NC1CCSc2ccccc21 (stereo not given)	6.0%	11%	6%	2%	-5%
COc1ccc(/C=C(/NC(=O)c2ccccc2)C(=O)N2CCOCC2)cc1OC	1.9%	-8%	6%	-17%	1%

At a glance, some entries already given:
SMILES	VEEV TC-83 Vero	M. tuberculosis HTS	tuberculosis growth	influenza NS1A	PhoP GFP inhibition	others
O=C(COc1ccccc1F)Nc1c2c(nn1-c1ccccc1)CS(=O)(=O)C2	2.8%	21%	17%	-9%	0%
CC(NC(=O)COC(=O)C1CCN(c2ccc(C(F)(F)F)cn2)CC1)c1ccc(F)cc1 (stereo not given)	i	11%	68%	4%	·
CN1CCN(CCNC(=O)c2cn(Cc3ccccc3F)nn2)CC1	i	0%	1%	-5%	-8%
COc1ccc(C(=O)NCC(=O)NCC2(N(C)C)CCCCC2)cc1OC	i	11%	1%	2%	9%
COc1cccc(C(=O)Nc2cc(C(=O)NCc3ccc(C)cc3)ccc2N2CCC3(CC2)CC(c2cccc(Br)c2)=NO3)c1	0.5%	-7%	0%	-14%	-7%
C=CCn1c(-c2ccccc2)nc2nc3ccccc3nc21	10%	-1%	7%	-2%	-17%
COC(=O)c1cc(COC(=O)c2cccnc2SC)oc1C	4.6%	3%	-3%	15%	8%

(next part)
SMILES	VEEV TC-83 Vero	M. tuberculosis HTS	tuberculosis growth	influenza NS1A	PhoP GFP inhibition	others
COc1cccc(-c2sc3ccc(OC)cc3c2C#CC2(O)CCCCC2)c1	5.4%	?	27%	6%	·
CNc1ncc(C(=O)c2ccc(Cl)cc2)s1	2.0%	-4%	8%	-4%	2%
O=C1C(Cl)=C(N2CCCCCC2)C(=O)N1c1ccccc1Cl	0.9%	-6%	39%	-40%	-1%
Cc1cccc(NC(=O)COC(=O)CN2CCCCCC2=O)c1C	i	4%	5%	2%	·
C=C(Br)Cn1c(CCC)nc2ccccc21	1.9%	-5%	2%	-6%	-5%
Cc1cccc(OCCn2cccc2/C=C2/C(=O)NC(=O)N(Cc3ccco3)C2=O)c1	0.5%	-5%	·	·	2%
COc1cc(C(=O)OCCCN=C2NS(=O)(=O)c3ccccc32)cc(OC)c1OC	2.4%	-3%	-9%	5%	6%
CCN1c2ccccc2-c2nc3ccccc3n2C1c1ccco1 (stereo not given)	0.3%	-14%	34%	-9%	12%
COc1cccc(/C=N/Nc2nc(Nc3ccccc3)nc(-n3nc(C)cc3C)n2)c1O	?	<0.2µM*	?	-13%	-3%
Cc1ccc(C)c(NC(=O)COC(=O)c2ccc(S(=O)(=O)N3CCCCC3)cc2)c1	1.8%	11%	-10%	-19%	·
COCc1ccc(-c2c(-c3ccc(OC)cc3)oc(=O)c3cc(OC)c(OC)cc23)cc1	7.3%	0%	76%	1%	·
COc1cccc(-c2csc3nc[nH]c(=O)c23)c1	4.4%	2%	24%	11%	-16%
COc1ccc(Cl)cc1N(CC(=O)NCCSc1ccccn1)S(=O)(=O)c1ccccc1	6.6%	1%	15%	1%	20%
CN(C)C(=O)Oc1ccc[n+](C)c1	i	5%	-17%	7%	3%
Cc1cc(C)n(C2CC(=O)N(c3cc(Cl)cc(Cl)c3)C2=O)n1 (stereo not given)	1.9%	5%	-5%	-21%	3%
CCOC(=O)C1(Cc2cccc(OC)c2)CCN(Cc2cnc(C)s2)CC1	i	-10%	-2%	-18%	-7%
O=C(Nc1ccc(Cl)c(S(=O)(=O)N2CCOCC2)c1)[C@@H]1CCCN1C(=O)c1cccs1	1.9%	10%	27%	-8%	·
COc1ccc(/C=N/NC(=O)c2ccc(Cn3cc([N+](=O)[O-])cn3)o2)cc1O	2.7%	3%	-15%	-17%	8%
COCCOc1cc(N)c(Cl)cc1Cl	1.2%	0%	·	-1%	2%
CCn1c(=O)n(CC(=O)N(C)Cc2ccccc2)c(=O)c2ccccc21	6.9%	-8%	-3%	2%	1%
C[C@@H]1CN([C@H](C)CO)C(=O)Cc2cc(NC(=O)Nc3ccccc3)ccc2O[C@@H]1CN(C)Cc1ccc2c(c1)OCO2	7.4%	16%	52%	17%	·
COc1ccccc1NC(=O)c1c(Nc2ccccc2F)sc(C(=O)Nc2cccc(Cl)c2)c1N	1.6%	11%	18%	-5%	-5%
Cc1ccc(-c2n[nH]c(=S)n2Cc2ccccc2)cc1	4.1%	-9%	11%	1%	-3%
COc1ccc(N(C(=O)c2snc(C(N)=O)c2N)C(CC(C)C)C(=O)NCC2CCCO2)cc1 (stereo not given)	1.7%	-5%	15%	0%	-11%
N#CC1=C(N)OC2=C(C(=O)CCC2)C1Cc1ccccc1 (stereo not given)	2.4%	-2%	-6%	1%	1%
C=CCNC(=S)NNC(=O)c1cc(Cl)ccc1OC	0.8%	-8%	-8%	·	2%
